High-throughput results (PubChem BioAssay)
Scp1 inh – Scp-1 phosphatase inhibitors, primary screen, biochemical, colorimetric, uHTS | AID 493091, 2011 | Recombinant Scp1, phosphopeptide, malachite green phosphate absorbance | 0.88% of 340,000 active | Carboxy-terminal domain RNA polymerase II polypeptide A small phosphatase 1 (Homo … | inhibition, % at 20 µM;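 active = inhibition above about 50% at 20 µM, limit read from the data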;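 note: plate controls were DMSO wells with enzyme for no effect and wells lacking enzyme for full effect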
Target sequence (Q9GZU7 76-261 limits assumed): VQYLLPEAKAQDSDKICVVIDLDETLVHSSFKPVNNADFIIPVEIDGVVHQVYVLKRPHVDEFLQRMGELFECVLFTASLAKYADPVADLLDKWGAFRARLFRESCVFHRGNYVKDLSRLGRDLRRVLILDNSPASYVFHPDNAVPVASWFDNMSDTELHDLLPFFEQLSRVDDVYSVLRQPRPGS
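Test system – truncated SCP-1 phosphatase (76-261aa) · Reagent – Phosphorylated 17-residue peptide substrate · Incubation – 45 min room-temperature reaction, 5 min colour, 30 min stabiliser · Detection – colorimetric phosphate reagent with accelerator and stabiliser, absorbance at 630 nm · Measure – % inhibition at 20 µM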
SUMO1 PPI mod – modulators of SUMO1 protein-protein interactions, primary screen, biochemical, uHTS. Small ubiquitin-related modifier 1 (Homo sapiens), P63165. inhibition, % at 20 µM. 0.33% of 360,000 active. SUMO1 binding to a labelled peptide, TR-FRET, 1 h; in the data active = inhibition above about 37%
STEP block – STEP phosphatase inhibitors, primary screen, biochemical, fluorescence intensity, uHTS; Tyrosine-protein phosphatase non-receptor type 5 (Homo sapiens), P54829; inhibition, % at 20 µM; recombinant STEP, OMFP fluorogenic substrate; 0.25% of 360,000 active;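 active = inhibition at 20 µM, scaled per plate between control wells, above about 37%, limit read from the data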;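 note: 0% = DMSO with enzyme and substrate and 100% = substrate only without enzyme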
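Assay system: isolated STEP enzyme. Buffer or medium: pH 6.0 Bis-Tris with DTT and Tween 20. Also added: fluorogenic phosphatase substrate OMFP at 25 µM final. Dosing: 20 µM, 1% DMSO. Timing: 20 min reaction, room temperature, in the dark. Measured by: fluorescence intensity, excitation 480 nm, emission 540 nm. Evaluation: normalized % inhibition.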
CSN deneddyl inh – inhibitors of CSN-mediated cullin deneddylation, primary screen, biochemical, fluorescence polarization, uHTS. Purified CSN, SCF-Nedd8-OG deneddylation. inhibition, % at 12.5 µM. 0.38% of 360,000 active. AID 651999, 2013;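 active = pattern-corrected inhibition above about 35%, with an unprinted fluorescence ratio check between 0.5 and 1.5, limit read from the data, passing the limit was not always enough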;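 note: 0% = enzyme with substrate and 100% = substrate without enzyme; some results filed as inactive read as strong as hits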
Target sequence (Q92905 whole entry, looked up, one chain of several): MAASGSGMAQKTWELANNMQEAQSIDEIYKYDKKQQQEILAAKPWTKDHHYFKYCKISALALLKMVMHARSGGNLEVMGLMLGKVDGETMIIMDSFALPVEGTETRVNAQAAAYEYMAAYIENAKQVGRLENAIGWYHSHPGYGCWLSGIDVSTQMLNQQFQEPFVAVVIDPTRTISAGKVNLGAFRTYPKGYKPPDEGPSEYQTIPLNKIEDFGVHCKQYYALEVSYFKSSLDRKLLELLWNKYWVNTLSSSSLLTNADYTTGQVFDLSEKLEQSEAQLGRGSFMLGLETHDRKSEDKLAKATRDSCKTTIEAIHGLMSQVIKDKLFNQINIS
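Material: purified human Csn5 enzyme expressed in HEK293T cells / Medium: Tris buffer pH 7.5, NaCl, DTT, Tween-20, trehalose, ovalbumin / Compound dosing: 12.5 µM single point / Schedule: 90 min incubation of compound, enzyme and substrate at room temperature / Signal: fluorescence polarization of the substrate / Control set: no-enzyme wells high, enzyme-with-substrate wells low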
DNMT1 block – human DNMT1 methyltransferase inhibitors, primary screen, biochemical, molecular beacon, fluorescence, HinP1I cleavage, uHTS; DNA (cytosine-5)-methyltransferase 1 (Homo sapiens), P26358; 0.83% of 360,000 active; inhibition (reported as % activation of signal), % at 10 µM; in the data active = inhibition above about 50%
TbMetRS inhib – T. brucei MetRS inhibitors, primary screen, biochemical, luminescence; 0.4% of 360,000 active; inhibition, % at 11.9 µM; AID 624268, 2012; purified T. brucei MetRS, ATP depletion, Kinase-Glo luminescence;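 active = inhibition above a per-plate cutoff of the control wells' mean inhibition plus 3 SD, cut at about 5.5% in these data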;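 note: 0% = DMSO wells median and 100% = median of wells with control inhibitor compound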
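assay system = parasite MetRS enzyme | timing = 15 min preincubation, 2 h reaction, all 25 °C | evaluation = percent inhibition relative to median high and low control wells | medium = HEPES buffer containing pyrophosphatase, BSA, spermine, DTT | compound = single dose, 11.9 µM final nominal, 0.9% final DMSO | detection = Kinase-Glo luminescence, ATP depletion format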
MsrA inhibitor – bovine MsrA enzyme inhibitors, primary screen, biochemical, absorbance, HTS; 0.75% of 360,000 active; inhibition, % at 15.5 µM; purified bovine MsrA, absorbance read-out; in the data active = inhibition above about 4.5%;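 note: 0% = vehicle wells with enzyme and 100% = reference inhibitor wells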
LMPTP inh – LMPTP phosphatase inhibitors, primary screen, biochemical, fluorescence intensity, uHTS | recombinant LMPTP-A, OMFP fluorogenic substrate | 0.22% of 360,000 active | inhibition, % at 20 µM | Low molecular weight phosphotyrosine protein phosphatase (Homo sapiens), P24666;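 active = compounds that cut the enzyme signal by at least half of the control window in the single-dose screen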;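 note: plate controls were DMSO wells with enzyme plus substrate for no effect and substrate without enzyme for full effect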
Target sequence (P24666 whole entry, looked up): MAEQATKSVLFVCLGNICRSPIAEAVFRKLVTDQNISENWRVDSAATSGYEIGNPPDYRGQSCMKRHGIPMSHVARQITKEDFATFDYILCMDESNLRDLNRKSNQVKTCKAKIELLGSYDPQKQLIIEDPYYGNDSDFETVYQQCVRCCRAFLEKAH
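Assay system: LMPTP-A, protein tyrosine phosphatase of low molecular weight / Medium: pH 6.0 Bis-Tris buffer with DTT and Triton X-100 / Schedule: 50 min enzyme reaction at room temperature, protected from light / Measured by: endpoint fluorescence intensity from OMFP dephosphorylation / Read-out basis: % inhibition relative to no-enzyme and uninhibited control wells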
Rpn11 block – Rpn11 (PSMD14) deubiquitinase inhibitors, primary screen, biochemical, fluorescence polarization, uHTS; 26S proteasome non-ATPase regulatory subunit 14 (Homo sapiens), O00487; human 26S proteasome, Ub4-pepOG fluorescence polarization; 20S core pre-blocked with epoxomicin; calls only at 20 µM; 0.59% of 360,000 active; AID 588493, 2011;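 active = inhibition at 20 µM, scaled to each plate's controls, above about 33%, limit read from the data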
Target sequence (O00487 whole entry, looked up): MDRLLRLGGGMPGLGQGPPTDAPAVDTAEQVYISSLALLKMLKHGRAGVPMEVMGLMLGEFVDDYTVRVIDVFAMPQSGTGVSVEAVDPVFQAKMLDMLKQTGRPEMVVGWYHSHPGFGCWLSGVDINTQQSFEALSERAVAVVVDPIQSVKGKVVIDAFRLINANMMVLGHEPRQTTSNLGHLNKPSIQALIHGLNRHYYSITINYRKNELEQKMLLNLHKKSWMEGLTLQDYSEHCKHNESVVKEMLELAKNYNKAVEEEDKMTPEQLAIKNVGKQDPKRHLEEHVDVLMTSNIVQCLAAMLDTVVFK
NadD inh – inhibitors of S. aureus NadD, primary screen, biochemical, colorimetric, uHTS. purified NadD enzyme, colorimetric absorbance read-out. inhibition, % at 20 µM. Nicotinate-nucleotide adenylyltransferase NadD (Staphylococcus aureus N315). 0.78% of 360,000 active. AID 602399, 2012; in the data active = inhibition above about 26%; note: some compounds past the cut are filed as inactive
* hit, by the source's call.

Screening COc1ccc(S(=O)(=O)C(C#N)c2nc3ccccc3nc2N2CCCCC2)cc1 (centres undefined) returned Scp1 inh -6, SUMO1 PPI mod 3, STEP block -4, CSN deneddyl inh -4, DNMT1 block -7, TbMetRS inhib 0.1, MsrA inhibitor 0.7, LMPTP inh 2.9, Rpn11 block inactive and NadD inh 8.
For O=P(c1cccs1)(c1cccs1)c1cccs1 the results were Scp1 inh 3, SUMO1 PPI mod -1, STEP block 2, CSN deneddyl inh 0, DNMT1 block -1, TbMetRS inhib 0.2, MsrA inhibitor -0.1, LMPTP inh -1.7, Rpn11 block inactive and NadD inh 0.
Screening CCCNC(=O)C1(C)CCCN(CCOc2ccccc2)C1 (centres undefined) returned SUMO1 PPI mod 3, STEP block -3, CSN deneddyl inh -3, DNMT1 block 7, TbMetRS inhib -0.3, MsrA inhibitor 0.3, LMPTP inh -0.7, Rpn11 block inactive and NadD inh 2.
`COc1cc(/C=C/C(=O)OCC(=O)N2CCCC2)ccc1OCC#N` gave Scp1 inh -4, SUMO1 PPI mod -26, STEP block -2, CSN deneddyl inh -2, DNMT1 block 8, TbMetRS inhib -0.2, MsrA inhibitor 0.7, LMPTP inh -0.6, Rpn11 block inactive and NadD inh -9.
Screening CCOC(=O)c1c(C)[nH]c(C)c1C(=O)CN1C(=O)NC(CC(C)C)C1=O (centres undefined) returned Scp1 inh -5, SUMO1 PPI mod 2, STEP block -2, CSN deneddyl inh 7, DNMT1 block 5, TbMetRS inhib -0.8, LMPTP inh 0.3, Rpn11 block inactive and NadD inh 4.
Screening Cc1cccc(NC(=O)C2CCN(C(=O)NCc3ccccc3)CC2)c1C returned Scp1 inh -3, SUMO1 PPI mod -4, STEP block -1, CSN deneddyl inh 2, DNMT1 block 1, TbMetRS inhib -0.7, MsrA inhibitor -0.9, LMPTP inh -0.9, Rpn11 block inactive and NadD inh -3.
Cc1cc(C)c(S(=O)(=O)c2ccccc2C)c(Cl)n1 was read as Scp1 inh -4, SUMO1 PPI mod 2, STEP block -2, CSN deneddyl inh -4, DNMT1 block -4, TbMetRS inhib 0.0, MsrA inhibitor 0.7, LMPTP inh -1.5, Rpn11 block inactive and NadD inh -12.
`CN(C)CCCN(C(=O)C1COc2ccccc2O1)c1nc2ccc(F)cc2s1` (centres undefined) gave Scp1 inh -9, SUMO1 PPI mod 11, STEP block 2, CSN deneddyl inh 7, DNMT1 block 2, TbMetRS inhib 0.3, MsrA inhibitor 0.1, LMPTP inh -1.4, Rpn11 block inactive and NadD inh -6.
For Cc1ccc(S(=O)(=O)NC(=O)Nc2cc(C(C)(C)C)on2)cc1 the results were Scp1 inh -1, SUMO1 PPI mod 2, STEP block 0, CSN deneddyl inh -4, DNMT1 block -1, TbMetRS inhib 2.0, MsrA inhibitor -2.3, LMPTP inh -0.6, Rpn11 block inactive and NadD inh -3.
`Cc1ccc(C(OCC(O)CNCc2ccc(F)cc2)c2ccccc2)cc1` (centres undefined) gave Scp1 inh 11, SUMO1 PPI mod 10, STEP block -2, CSN deneddyl inh 1, DNMT1 block 1, TbMetRS inhib -1.1, MsrA inhibitor 0.1, LMPTP inh 1.3, Rpn11 block inactive and NadD inh -5.
Cc1ccc(C)c(OCC(O)CN2C(C)CCCC2C)c1 (centres undefined) was read as Scp1 inh 3, SUMO1 PPI mod -1, STEP block 0, CSN deneddyl inh -4, DNMT1 block 3, TbMetRS inhib 0.4, MsrA inhibitor -0.9, LMPTP inh -0.2, Rpn11 block inactive and NadD inh 3.
Screening COc1ccc(OCC(=O)NNC(=O)CCc2ccccc2)cc1 returned Scp1 inh -5, SUMO1 PPI mod -1, STEP block -2, CSN deneddyl inh 6, DNMT1 block 3, TbMetRS inhib -0.4, MsrA inhibitor 0.6, LMPTP inh -1.3, Rpn11 block inactive and NadD inh -6.
`CS(=O)(=O)N(CC(=O)NCc1ccco1)c1ccccc1Cl` gave Scp1 inh -6, SUMO1 PPI mod 1, STEP block -1, CSN deneddyl inh -3, DNMT1 block 0, TbMetRS inhib 0.1, MsrA inhibitor -0.1, LMPTP inh -0.5, Rpn11 block inactive and NadD inh 0.
Screening C=CCN1C(=O)C(O)(CC(=O)c2ccco2)c2cc(Br)ccc21 (centres undefined) returned Scp1 inh -7, SUMO1 PPI mod -2, STEP block 2, CSN deneddyl inh -3, DNMT1 block -1, TbMetRS inhib -0.4, MsrA inhibitor -0.2, LMPTP inh -0.4, Rpn11 block inactive and NadD inh 5.
For Cc1cc(C)c2[nH]c3nc(SCC(=O)O)nnc3c2c1 the results were Scp1 inh -1, SUMO1 PPI mod -12, STEP block 2, CSN deneddyl inh -3, DNMT1 block -1, TbMetRS inhib -0.9, MsrA inhibitor 2.4, LMPTP inh -2.4, Rpn11 block inactive and NadD inh 2.
For CSC[C@H]1CN(c2ccc(Br)cc2)C(=O)[C@@H]1CC(=O)Nc1ccc(Br)cc1 the results were SUMO1 PPI mod 1, STEP block -2, CSN deneddyl inh 4, DNMT1 block 0, TbMetRS inhib 5.1, MsrA inhibitor -0.2, LMPTP inh 0.3, Rpn11 block inactive and NadD inh 0.
`O=C(CCNC(=O)N1CC(=O)Nc2ccccc21)NCc1ccc(F)cc1` gave Scp1 inh -7, SUMO1 PPI mod -1, STEP block 0, CSN deneddyl inh 0, DNMT1 block -1, TbMetRS inhib 0.1, MsrA inhibitor -0.5, LMPTP inh -1.0, Rpn11 block inactive and NadD inh -2.
C=CCn1c(-c2sccc2C)n[nH]c1=S was read as Scp1 inh -2, SUMO1 PPI mod 3, STEP block -1, CSN deneddyl inh -11, DNMT1 block 33, TbMetRS inhib 0.5, MsrA inhibitor 0.1, LMPTP inh -0.4, Rpn11 block inactive and NadD inh 3.
For Nc1nc(NCc2ccccc2)nc(Nc2cccc(F)c2)c1[N+](=O)[O-] the results were Scp1 inh -3, SUMO1 PPI mod 2, STEP block 1, CSN deneddyl inh -5, DNMT1 block 7, TbMetRS inhib -0.3, MsrA inhibitor 0.3, LMPTP inh -1.2, Rpn11 block inactive and NadD inh 19.
`CCOC(=O)N1CCN(C(=O)c2ccc3c(=O)n(Cc4ccc(Cl)cc4)c(=S)[nH]c3c2)CC1` gave Scp1 inh -8, SUMO1 PPI mod 1, STEP block -1, CSN deneddyl inh 0, DNMT1 block -6, TbMetRS inhib -0.3, MsrA inhibitor -0.5, LMPTP inh 2.7, Rpn11 block inactive and NadD inh 13.
Screening CCCC1=NN2C(=N)/C(=C\c3cc(C)n(Cc4ccccc4)c3C)C(=O)N=C2S1 returned Scp1 inh -30, SUMO1 PPI mod -1, STEP block -1, CSN deneddyl inh 5, DNMT1 block 2, TbMetRS inhib 0.0, MsrA inhibitor 1.1, LMPTP inh -0.3, Rpn11 block inactive and NadD inh 8.
Screening c1ccc(CCc2ccncc2)cc1 returned Scp1 inh -8, SUMO1 PPI mod 5, STEP block 1, CSN deneddyl inh 4, DNMT1 block 0, TbMetRS inhib 0.5, MsrA inhibitor -0.5, LMPTP inh -2.6, Rpn11 block inactive and NadD inh -3.
For CCC(=O)N1CCc2cc(S(=O)(=O)CCC(=O)NCc3cccs3)ccc21 the results were Scp1 inh -7, SUMO1 PPI mod -1, STEP block -13, CSN deneddyl inh 0, DNMT1 block 1, TbMetRS inhib -0.1, MsrA inhibitor 0.8, LMPTP inh 0.1, Rpn11 block inactive and NadD inh 7.
`CCCS(=O)(=O)N1CCc2ccc(NC(=O)c3ccccc3Cl)cc2C1` gave Scp1 inh -5, SUMO1 PPI mod 3, STEP block -3, CSN deneddyl inh -4, DNMT1 block 4, TbMetRS inhib 0.9, MsrA inhibitor -0.3, LMPTP inh -1.4, Rpn11 block inactive and NadD inh -3.
For O=[N+]([O-])c1ccc(COc2cccnc2)cc1 the results were Scp1 inh -4, SUMO1 PPI mod -22, STEP block 0, CSN deneddyl inh 3, DNMT1 block 1, TbMetRS inhib 0.2, MsrA inhibitor -0.3, LMPTP inh -1.6, Rpn11 block inactive and NadD inh -1.
`CCN1C(=O)C(CC(=O)Nc2ccc(OC)cc2)N(Cc2cccnc2)C1=S` (centres undefined) gave Scp1 inh -1, SUMO1 PPI mod 1, STEP block 2, CSN deneddyl inh -7, DNMT1 block 0, TbMetRS inhib 0.4, MsrA inhibitor 1.5, LMPTP inh -1.0, Rpn11 block inactive and NadD inh -2.
For Cc1ccnc(NC(=O)c2oc3ccccc3c2C)c1 the results were Scp1 inh -9, SUMO1 PPI mod -2, STEP block 1, CSN deneddyl inh -8, DNMT1 block 0, TbMetRS inhib -0.2, MsrA inhibitor -0.1, LMPTP inh 0.9, Rpn11 block inactive and NadD inh -2.
`O=C1C2C3C=CC(C3)C2C(=O)N1CC1CCCO1` (centres undefined) gave Scp1 inh -11, SUMO1 PPI mod 1, STEP block 0, CSN deneddyl inh 3, DNMT1 block -4, TbMetRS inhib -0.1, MsrA inhibitor 1.3, LMPTP inh -0.7, Rpn11 block inactive and NadD inh 2.

Among those listed so far, two have bromine:
Screening C=CCN1C(=O)C(O)(CC(=O)c2ccco2)c2cc(Br)ccc21 (centres undefined) returned Scp1 inh -7, SUMO1 PPI mod -2, STEP block 2, CSN deneddyl inh -3, DNMT1 block -1, TbMetRS inhib -0.4, MsrA inhibitor -0.2, LMPTP inh -0.4, Rpn11 block inactive and NadD inh 5.
For CSC[C@H]1CN(c2ccc(Br)cc2)C(=O)[C@@H]1CC(=O)Nc1ccc(Br)cc1 the results were SUMO1 PPI mod 1, STEP block -2, CSN deneddyl inh 4, DNMT1 block 0, TbMetRS inhib 5.1, MsrA inhibitor -0.2, LMPTP inh 0.3, Rpn11 block inactive and NadD inh 0.

No enrichment for hits. Share with any hit: about 3.9%.
